# Screening results as filed in PubChem.
# CHO parental Ca: counter-screen for OX1R antagonists: effect in parental CHO cells; hit rate 0.63% among 330,000; AID 463079; parental CHO-K1, ATP-induced calcium, Fluo-8 fluorescence; inhibition, % at 5.6 µM;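 active = inhibition above that plate's mean sample inhibition plus 3 SD, cut at about 26% in these data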;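 also: 0% = ATP-challenged DMSO wells and 100% = DMSO wells without ATP; some compounds past the cut are filed as inactive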
#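 Material: parental CHO cells / Compound: single nominal dose of 5.6 µM per compound / Signal: Fluo-8 fluorescence / Replicates: singlicate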
# M1 ag parental: nonselective activator or artifact in parental CHO-K1 cells | Fluo-8 calcium fluorescence; scaled to maximal ATP response, vehicle zero | activation, % at 3 µM | hit rate 0.48% among 360,000; in the data active = activation above about 15%;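 also: untransfected CHO-K1 host cells lacking M1 receptor as counterscreen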
# M1 antag: human CHRM1 antagonism | hit rate 1.3% among 360,000 | CHO-K1 hM1, Fluo-8 calcium fluorescence, ACh EC80 antagonist | inhibition, % at 3 µM;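 active = percent inhibition above its own plate's cutoff, namely the mean of that plate's compound wells plus 3 SD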;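 also: peak over basal fluorescence ratio during 140 s after agonist addition; 0% = ACh EC80 plus DMSO and 100% = DMSO alone without agonist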
# Target sequence (P11229 whole entry, looked up): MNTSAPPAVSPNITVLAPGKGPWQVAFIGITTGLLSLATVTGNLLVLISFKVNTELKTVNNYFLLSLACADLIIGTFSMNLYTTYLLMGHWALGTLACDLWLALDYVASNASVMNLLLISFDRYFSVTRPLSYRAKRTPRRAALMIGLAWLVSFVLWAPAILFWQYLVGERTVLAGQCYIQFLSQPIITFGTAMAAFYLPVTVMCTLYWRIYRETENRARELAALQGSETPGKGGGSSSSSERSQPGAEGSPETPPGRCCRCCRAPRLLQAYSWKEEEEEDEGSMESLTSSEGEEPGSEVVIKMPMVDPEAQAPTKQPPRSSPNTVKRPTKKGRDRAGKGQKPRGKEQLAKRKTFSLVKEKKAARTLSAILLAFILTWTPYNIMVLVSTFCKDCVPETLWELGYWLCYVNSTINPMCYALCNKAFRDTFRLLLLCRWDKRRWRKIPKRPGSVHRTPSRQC
# M1 ag: activates human CHRM1 receptor. CHO-K1 hM1, Fluo-8 calcium fluorescence, agonist mode; 0% DMSO, 100% acetylcholine EC100. activation, % at 3 µM. hit rate 0.33% among 360,000. AID 588814;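 active = activation above the run's mean compound activation plus 3 SD, cut at about 16% in these data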;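 also: peak over basal fluorescence ratio within a 140 s kinetic read after compound addition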
# TAAR1 ag: agonists of human TAAR1; Q96RJ0; CHO RD-HGA16 TAAR1, Fluo-8 calcium fluorescence; vehicle wells 0%, saturating PEA agonist 100%; activation, % at 3 µM; hit rate 0.99% among 360,000;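 active = activation above the mean activation of all test compounds in the run plus 3 SD, cut at about 38% in these data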
# Target sequence (Q96RJ0 whole entry, looked up): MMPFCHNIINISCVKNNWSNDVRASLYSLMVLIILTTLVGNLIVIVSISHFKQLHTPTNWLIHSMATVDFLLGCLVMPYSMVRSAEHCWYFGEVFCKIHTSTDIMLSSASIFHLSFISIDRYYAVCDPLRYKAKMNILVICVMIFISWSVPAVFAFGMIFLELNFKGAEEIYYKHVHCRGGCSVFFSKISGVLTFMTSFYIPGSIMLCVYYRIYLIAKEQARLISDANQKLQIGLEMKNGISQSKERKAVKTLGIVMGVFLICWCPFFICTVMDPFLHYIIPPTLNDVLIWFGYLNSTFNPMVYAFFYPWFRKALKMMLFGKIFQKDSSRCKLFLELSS
#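 Assay system – CHO-derived RD-HGA16 cells with stable Gα16 and human TAAR1 · Compound dosing – one-point dosing at 3 µM (nominal) · Incubation – 17-24 h seeding, 75 min 37 °C dye, 30 min RT · Measured by – kinetic Fluo-8 calcium fluorescence · Control set – DMSO vehicle as 0%, PEA at EC100 as 100% · Repeats – single well for each compound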
# CHO-K1 Ca antag: M1 antagonist counterscreen hit in parental CHO-K1 cells; AID 602250; inhibition, % at 3 µM; ATP-induced calcium, Fluo-8 fluorescence; hit rate 0.6% among 360,000;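 active = inhibition above a per-plate cutoff, the plate's mean sample inhibition plus 3 SD, cut at about 24% in these data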;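 also: 0% = DMSO plus EC80 ATP and 100% = DMSO alone without ATP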
# M1 PAM: positive allosteric modulators of human M1 muscarinic receptor | CHO-K1 hM1, Fluo-8 calcium fluorescence, ACh EC20; 0% = ACh EC20, 100% = maximal ACh | activation, % at 3 µM | hit rate 0.088% among 360,000 | AID 588819; in the data active = activation above about 19%, passing the limit was not always enough
# TAAR1 antag: antagonists of human TAAR1 | Q96RJ0 | CHO RD-HGA16 TAAR1, Fluo-8 calcium fluorescence, antagonist | inhibition, % at 3 µM | hit rate 1.5% among 360,000;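 active = inhibition above a per-plate cutoff, the mean inhibition of test compounds on that plate plus 3 SD, cut at about 49% in these data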;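 also: 0% = DMSO plus EC80 beta-PEA response and 100% = DMSO alone without agonist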
#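 Material: RD-HGA16 CHO cells with stable hTAAR1 and Gα16; Dosing: single nominal final test compound concentration of 3 µM; Schedule: seeding 17-24 h prior, 75-min 37 °C, 30-min RT dye loading; Detection: kinetic Fluo-8 calcium fluorescence measurement; Measure: % inhibition from peak post-agonist over basal fluorescence ratio; Benchmarks: vehicle and agonist controls.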
# M1 PAM parental: M1 PAM counterscreen hit in parental CHO-K1 cells. ATP EC20, Fluo-8 calcium fluorescence; 0% at ATP EC20, 100% at ATP max. activation, % at 3 µM. hit rate 0.02% among 360,000. AID 602247;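 active = activation above the run cutoff, the mean activation of all test compounds plus 3 SD, cut at about 40% in these data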;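 also: peak over basal fluorescence ratio in a 140 s read after ATP addition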
# * hit, by the source's call; · = not tested or not shown.
# Sample of the layout:
SMILES,CHO parental Ca,M1 ag parental,M1 antag,M1 ag,TAAR1 ag,CHO-K1 Ca antag,M1 PAM,TAAR1 antag,M1 PAM parental
COc1ccc(OC)c(/C=N/NC(=O)c2cc[n+](Cc3ccccc3)cc2)c1,-2,-0.4,0,-10,0,3,2,-2,0
CC(C)Cc1nnc(NC(=O)c2ccc3c(c2)NC(=O)C(C)S3)s1 (stereo unspecified),-9,1.2,-16,-1,3,-9,7,0,3
COc1ccc(OC)c(C2=NOC(C(=O)Nc3ccc4c(c3)OCCO4)C2)c1 (stereo unspecified),-18,1.8,2,-2,3,-1,4,-8,-3
Cc1ccccc1S(=O)(=O)NC1OC(=O)C(Cl)=C1Cl (stereo unspecified),-6,0.1,-13,-3,0,-11,4,-18,14
COc1cc2nc(SCc3ccc(Cl)cc3Cl)n(Cc3cccs3)c(=N)c2cc1OC,-14,0.9,-7,-6,9,-8,3,-23,21
COc1ccc(CCN2CC(C(=O)NCCCn3nc(C)cc3C)CCC2=O)cc1 (stereo unspecified),-8,0.2,-9,-4,1,2,11,-6,-6
COc1ccc(CCN2CCCC(CN(C)Cc3cc(OC)ccc3OC)C2)cc1 (stereo unspecified),-2,-0.3,10,-9,2,1,-11,-13,9
CC(CCc1ccccc1)NCc1cccc2ccccc12 (stereo unspecified),-11,3.0,8,-1,15,4,1,7,1
Fc1ccc(-c2nc3c(Cl)cc(C(F)(F)F)cn3c2Cc2cccc(Cl)c2)cc1,·,-0.6,·,·,0,33*,·,-2,-6
Cc1cc(-c2n[nH]c(=S)n2/N=C/c2c[nH]c3ccccc23)n[nH]1,-20,3.1,-13,-2,4,-7,3,-7,17
COc1ccc(N(CC(=O)N/N=C/c2ccc(-c3ccc([N+](=O)[O-])cc3)o2)S(=O)(=O)c2ccc(C)cc2)cc1Cl,0,3.0,0,-2,4,-5,5,10,21
COc1ccc(CCNC(=O)CNC(=O)N2CC(=O)Nc3ccccc32)cc1OC,·,4.4,-7,0,1,-2,8,4,12
COc1cccc(NC(=O)NC2CCCCC2C)c1 (stereo unspecified),-2,-0.2,-4,-3,4,8,6,-7,-9

# This part in full (from the top)
SMILES,CHO parental Ca,M1 ag parental,M1 antag,M1 ag,TAAR1 ag,CHO-K1 Ca antag,M1 PAM,TAAR1 antag,M1 PAM parental
COc1ccc(OC)c(/C=N/NC(=O)c2cc[n+](Cc3ccccc3)cc2)c1,-2,-0.4,0,-10,0,3,2,-2,0
CC(C)Cc1nnc(NC(=O)c2ccc3c(c2)NC(=O)C(C)S3)s1 (stereo unspecified),-9,1.2,-16,-1,3,-9,7,0,3
COc1ccc(OC)c(C2=NOC(C(=O)Nc3ccc4c(c3)OCCO4)C2)c1 (stereo unspecified),-18,1.8,2,-2,3,-1,4,-8,-3
Cc1ccccc1S(=O)(=O)NC1OC(=O)C(Cl)=C1Cl (stereo unspecified),-6,0.1,-13,-3,0,-11,4,-18,14
COc1cc2nc(SCc3ccc(Cl)cc3Cl)n(Cc3cccs3)c(=N)c2cc1OC,-14,0.9,-7,-6,9,-8,3,-23,21
COc1ccc(CCN2CC(C(=O)NCCCn3nc(C)cc3C)CCC2=O)cc1 (stereo unspecified),-8,0.2,-9,-4,1,2,11,-6,-6
COc1ccc(CCN2CCCC(CN(C)Cc3cc(OC)ccc3OC)C2)cc1 (stereo unspecified),-2,-0.3,10,-9,2,1,-11,-13,9
CC(CCc1ccccc1)NCc1cccc2ccccc12 (stereo unspecified),-11,3.0,8,-1,15,4,1,7,1
Fc1ccc(-c2nc3c(Cl)cc(C(F)(F)F)cn3c2Cc2cccc(Cl)c2)cc1,·,-0.6,·,·,0,33*,·,-2,-6
Cc1cc(-c2n[nH]c(=S)n2/N=C/c2c[nH]c3ccccc23)n[nH]1,-20,3.1,-13,-2,4,-7,3,-7,17
COc1ccc(N(CC(=O)N/N=C/c2ccc(-c3ccc([N+](=O)[O-])cc3)o2)S(=O)(=O)c2ccc(C)cc2)cc1Cl,0,3.0,0,-2,4,-5,5,10,21
COc1ccc(CCNC(=O)CNC(=O)N2CC(=O)Nc3ccccc32)cc1OC,·,4.4,-7,0,1,-2,8,4,12
COc1cccc(NC(=O)NC2CCCCC2C)c1 (stereo unspecified),-2,-0.2,-4,-3,4,8,6,-7,-9
Nc1nnc(-c2ccncc2)s1,8,-0.1,-4,-2,4,6,4,1,1
CCOC(=O)N1CCN(C(=O)C2CCN(S(=O)(=O)c3ccc(F)cc3)CC2)CC1,-1,0.4,-10,-14,-1,-2,12,16,9
COc1ccc(N2C(=O)CCC(C(=O)N3CCCCCC3)C2c2ccc(OC)c(OC)c2)cc1 (stereo unspecified),-2,2.0,5,-3,3,3,4,-3,10
O=C(NC(=S)Nc1ccccc1C(=O)O)c1ccc(-c2ccc(Br)cc2)o1,1,-0.4,-14,0,4,-13,18,-49,10
O=C(Nc1cccc(S(=O)(=O)N2CCCCC2)c1)C1CCCC1,-21,1.6,20,-3,10,-1,-10,-8,-10
Cc1cccc(/C=N/NC(=O)Cc2cccs2)c1,-25,0.6,13,-3,7,-5,-5,-16,8
N#CCC(=O)Nc1sc2c(c1C(N)=O)CCCC2,-11,0.7,-11,-3,1,-4,5,-14,8
COc1ccc(Cc2nnc(SCc3nc4ccccc4c(=O)[nH]3)o2)cc1,-13,0.3,-12,-1,5,-10,-5,1,-3
O=C(CSc1nnc(CNc2ccc(F)cc2)o1)N1c2ccccc2Sc2ccccc21,-9,0.9,16,-8,7,-7,-14,6,10
N#Cc1ccc(CSc2ccc(S(=O)(=O)N3CCCCCC3)cn2)cc1,·,0.5,23,-5,1,4,-18,47,9
CCN(CC)C(=O)CSc1nnc(-c2cc3ccccc3cc2O)n1CC,11,1.4,19,-4,6,1,-16,8,-2
C=CCN(CC=C)CCOc1cccc(Oc2ccccc2)c1,-18,-0.7,11,-10,12,9,-24,2,10
SMILES,CHO parental Ca,M1 ag parental,M1 antag,M1 ag,TAAR1 ag,CHO-K1 Ca antag,M1 PAM,TAAR1 antag,M1 PAM parental
N#C/C(=C\c1ccc(OCc2ccc(Br)cc2)cc1)C(=O)Nc1cccc(C(=O)O)c1,5,1.1,3,-6,1,-9,-1,-5,22
Cn1c(=S)c2[nH]c(SCCN)nc2n(C)c1=O,·,0.3,-12,-6,1,-22,1,-12,16
COc1ccc(C(=O)Nc2cccc(-c3nnc(-c4ccco4)o3)c2)cc1,-21,4.5,7,2,18,-7,-3,39,16
CCOC(=O)c1c(C=O)c(C)n(Cc2ccc(Cl)cc2)c1C,-26,0.5,-15,-4,3,-12,4,-4,-7
CCN(C[C@H]1N[C@@](Cc2ccccc2)(C(=O)OC)[C@H]2C(=O)N(Cc3ccccc3)C(=O)[C@@H]12)C(C)=O,-24,0.9,-6,-1,4,-13,10,0,5
CCOC(=O)C1(Cc2ccc(OC)cc2)CCN(C(=O)c2cc(C)nn2C)CC1,22,7.3,0,2,2,-11,-2,-5,12
COc1cc(O)c(CC=C(C)C)c(O)c1C(=O)CCc1ccc(O)cc1,39*,4.2,13,-1,26,4,-11,89*,12
CCN(C(=O)COc1ccc(C)nc1[N+](=O)[O-])C1CCS(=O)(=O)C1 (stereo unspecified),2,0.5,1,-2,1,-2,-4,15,10
Cc1ccc2cc(/C=N/NC(=O)[C@@H]3CCCN3)c(Cl)nc2c1,-13,0.7,-1,-2,3,-2,-4,-25,6
CN(Cc1ccccc1)S(=O)(=O)c1ccc(N2CCCC2=O)cc1,-7,16*,4,1,10,23,-1,34,1
Cc1cc(OC(=O)c2ccccc2Br)c([N+](=O)[O-])c(=O)[nH]1,-2,0.6,-26,1,0,-3,11,5,13
O=C(Nc1ccc(Oc2cccnc2)cc1)c1ccccc1Cl,-5,0.6,1,-7,0,0,0,4,16
O=c1nccc(N/N=C/c2cccc(O)c2)[nH]1,0,2.2,-1,-2,40*,-10,10,-14,-13
COc1ccccc1S(=O)(=O)Cc1ccc(C(=O)NCc2ccccc2)o1,-13,1.4,2,-3,1,-13,2,5,11
CC(C)C(C(=O)NCc1ccco1)N(C(=O)CNS(=O)(=O)c1ccccc1)C1CCCC1 (stereo unspecified),-34,0.2,-32,-3,1,-13,5,-13,14
COc1cccc(C2c3cc4c(cc3OC(N3CCOCC3)C2C)OCO4)c1O (stereo unspecified),·,3.1,-10,-1,7,-17,2,-25,15
O=C(c1cc2ccccc2oc1=O)N1CCCCCCC1,-10,2.3,-21,-2,5,-6,16,-13,20
COc1cc(C=NNC(=O)c2ccc(NS(=O)(=O)c3cccs3)cc2)cc(Br)c1O,-3,0.2,0,-5,0,-18,5,-27,17
Cc1cccc(NC(=O)CSc2nnc(CNC(=O)c3ccco3)n2C)c1C,11,0.3,12,-4,1,1,-2,-28,-12
CCN(CC(=O)Nc1c(F)cccc1F)C(=O)CNC(=O)C1CCCCC1,-8,-0.3,-16,-3,0,14,8,-11,-23
O=C(CSc1ccccc1)NCC1(N2CCCCC2)CCCCC1,-27,0.1,11,-6,0,-4,-5,-23,16
O=C(CCc1ccccc1)Nc1ccnn1C1CCN(Cc2ncc[nH]2)CC1,1,0.8,-1,-2,3,-19,2,-25,11
COc1ccc(N(CC(=O)Nc2ccc(S(=O)(=O)N3CCOCC3)cc2)S(C)(=O)=O)cc1OC,·,0.4,-14,-2,0,-2,9,-10,11
COC(=O)C1=C(C)NC(=O)NC1c1c(O)ccc2ccccc12 (stereo unspecified),-6,0.6,-14,-2,4,-13,4,-18,12
CCc1ccc(NC(=O)CN2CCN(c3ccc(OC)cc3)CC2)cc1,·,0.8,7,-4,0,-4,-4,-11,-4
CCCOc1ccc(C(=O)NCC(C)(C)N2CCOCC2)cc1,-6,0.4,-10,-7,-1,-12,5,8,7
CCOC(=O)CC1CCCCN1Cc1nc(-c2ccc(F)c(OC)c2)oc1C (stereo unspecified),-26,0.8,-5,-9,-1,-9,7,-2,23
